TDP43 rescue: qHTS of TDP-43 Inhibitors. TDP-43 expressing yeast growth rescue, BacTiter-Glo, 24 h. Potency, µM (doses to about 46.1 µM), without a hit: top-dose growth rescue (activation), actives largely listed as activators. actives 1.8% (n = 410,000). AID 652104, 2013; further: potency means the concentration at half of the fitted maximal effect; % of control where 0% means no effect; nearly all actives have a fitted effect of over 50% in size
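Readout is BacTiter-Glo luminescence of cell growth, so inhibitors register as activators. TDP-43-expressing yeast at OD600=0.02 in galactose medium, after raffinose pregrowth to mid-log, were incubated with compound for 24 hr at 30 deg C.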
D3 antag: qHTS of D3 Dopamine Receptor Antagonist: qHTS. D3R cells, DiscoveRx beta-arrestin luminescence, antagonist mode; stronger effect = lower value. max response, negative = inhibition, %. actives 2.5% (n = 360,000). AID 652054, 2013; in the data active means max response below about -50%; inconclusive means no clear call, values can overlap the other calls; further: on the % scale 0 is the no-effect control and ±100 the full control effect; mostly tested at two doses, the higher about 12 µM
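Cells plated overnight at 1500 cells/well, then exposed to library compounds with dopamine controls for 90 minutes at 37 degrees C. DiscoveRx reagent added for 30–60 minutes at room temperature; luminescence read, quantitative HTS format.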
D3 ag: qHTS of D3 Dopamine Receptor Agonist: qHTS. D(3) dopamine receptor (Homo sapiens), P35462. D3R DiscoveRx beta-arrestin cells, luminescence, 90 min. max activation, %. actives 0.58% (n = 410,000); in the data active means max activation above about 30%; further: 0% is about no effect; mostly tested at two doses, the higher about 12 µM
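Cells at 1500/well, incubated overnight, then treated with pinned compounds (dopamine as control) for 90 min at 37 degrees C. DiscoveRx reagent added for 30 - 60 minutes at room temperature; luminescence read.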
EPAC2 antag: qHTS for Antagonist of cAMP-regulated guanine nucleotide exchange factor 2 (EPAC2): primary screen. Potency, µM (highest dose often 114 µM), without a hit: top-dose activity, negative = inhibition, usual class: inhibitors. Rap guanine nucleotide exchange factor 4 (Homo sapiens), Q8WZA2. EPAC2 GEF exchange of Rap1B-BODIPY-GDP, fluorescence. actives 0.18% (n = 360,000); further: potency means the concentration at half of the fitted maximal effect; on the % scale 0 is the no-effect control and ±100 the full control effect; nearly all actives have a fitted effect of over 45% in size; many of its hits are not listed in these tables
Target sequence (Q8WZA2 whole entry, looked up): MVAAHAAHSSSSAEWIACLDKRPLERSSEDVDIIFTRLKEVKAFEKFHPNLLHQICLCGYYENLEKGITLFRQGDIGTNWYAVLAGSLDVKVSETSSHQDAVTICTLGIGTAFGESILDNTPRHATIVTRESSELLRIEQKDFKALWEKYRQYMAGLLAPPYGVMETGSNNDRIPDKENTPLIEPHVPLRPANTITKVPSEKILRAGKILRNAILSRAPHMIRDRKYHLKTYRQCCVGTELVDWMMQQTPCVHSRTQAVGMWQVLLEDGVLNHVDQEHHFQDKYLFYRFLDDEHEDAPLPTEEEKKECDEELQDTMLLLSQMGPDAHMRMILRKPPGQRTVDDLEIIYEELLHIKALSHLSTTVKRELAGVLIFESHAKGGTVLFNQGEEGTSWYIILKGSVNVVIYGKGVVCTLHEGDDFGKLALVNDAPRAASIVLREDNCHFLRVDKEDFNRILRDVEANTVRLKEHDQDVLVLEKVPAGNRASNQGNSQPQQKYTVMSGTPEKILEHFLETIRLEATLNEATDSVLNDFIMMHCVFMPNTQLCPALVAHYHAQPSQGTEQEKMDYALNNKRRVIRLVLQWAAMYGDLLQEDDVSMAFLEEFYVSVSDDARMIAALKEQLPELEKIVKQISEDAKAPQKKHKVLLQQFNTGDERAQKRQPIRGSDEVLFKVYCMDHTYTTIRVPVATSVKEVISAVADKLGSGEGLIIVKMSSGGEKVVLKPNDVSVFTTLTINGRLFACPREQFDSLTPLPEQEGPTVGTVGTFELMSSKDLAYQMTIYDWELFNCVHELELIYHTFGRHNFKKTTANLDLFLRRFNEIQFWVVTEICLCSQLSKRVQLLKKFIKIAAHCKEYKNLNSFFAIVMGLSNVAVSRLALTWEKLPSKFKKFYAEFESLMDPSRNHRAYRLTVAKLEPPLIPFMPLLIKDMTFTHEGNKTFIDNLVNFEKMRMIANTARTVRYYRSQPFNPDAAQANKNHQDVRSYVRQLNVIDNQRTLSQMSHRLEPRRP
Abeta rescue: qHTS for compounds that reverse cellular toxicity of Amyloid beta (A-beta) peptide in yeast: Primary Screen. yeast expressing A-beta42, growth rescue, OD600, 48 h; response scale: 0% DMSO, 100% iron-clioquinol control. Potency, µM (titrated, usually from 46.1 µM), for the others: at the highest dose growth rescue, usual class: activators. actives 0.063% (n = 410,000). AID 1347071, 2019; further: potency means the concentration at half of the fitted maximal effect; nearly all actives have a fitted effect of over 55% in size
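Yeast growth medium received pinned compounds, then yeast cells expressing toxic A-beta were added; plates incubated at 30 C for 48 hr. Growth read as absorbance at 600 nm, normalized to DMSO and equimolar FeCl3 plus clioquinol controls.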
aSyn rescue: qHTS of alpha-syn Inhibitors; actives 0.14% (n = 370,000); Potency, µM (doses to about 46.1 µM), for inactives: at the top dose growth rescue (activation), usual class: activators; AID 652106, 2013; Yeast expressing alpha-synuclein, growth rescue, BacTiter-Glo, 24 h; further: potency means the concentration at half of the fitted maximal effect; % of control where 0% means no effect; nearly all actives have a fitted effect of over 65% in size
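Galactose-induced alpha-syn yeast (OD600=0.02, raffinose-pregrown) + pinned cpd, 24 hr, 30 deg C; growth by BacTiter-Glo luminescence. Growth restoration scores as activation.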
FUS suppressor: qHTS for Suppressors of FUS Proteinopathy: Primary screen using FUS-linked yeast assay. actives 0.24% (n = 390,000). Potency, µM (highest dose often 76.6 µM), without a hit: top-dose growth rescue (activation), most hits filed as activators. S. cerevisiae FUS-expressing, growth rescue, OD600, 24 h;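 further: potency means the concentration at half of the fitted maximal effect; plate controls were DMSO vehicle for no effect and reference control for full effect; nearly all actives have a fitted effect of over 55% in size; some results filed as inactive show a strong effect at the top dose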
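Yeast FUS proteinopathy model; galactose-induced FUS (2%), starting OD 0.005. Cpds in dilution series, 24hr, 30C, 99% humidity. Abs 600 nm growth. Pos ctrl CP55940 (top 92uM final); neg ctrl DMSO.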
EPAC2 agonist: qHTS for Agonist of cAMP-regulated guanine nucleotide exchange factor 4 (EPAC2): primary screen; Rap guanine nucleotide exchange factor 4 (Homo sapiens), Q8WZA2; EPAC2 activation, biochemical qHTS; response scale: 100% = 6.5 mM cAMP response; Potency, µM (top dose mostly 154 µM), inactives show top-dose activation, usual class: activators; actives 0.079% (n = 360,000); AID 720711, 2013; further: potency means the concentration at half of the fitted maximal effect; nearly all actives have a fitted effect of over 50% in size
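Nucleotide exchange monitored as fluorescence drop when BODIPY-GDP leaves Rap1B. Reaction: 100 nM EPAC2, 250 nM RAP1B-BODIPY-GDP, 50 uM GDP, room temperature, kinetic read over 30 min. Activity expressed relative to 6.5 mM cAMP.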
* hit, by the source's call; ? = inconclusive; . = no result given; & = joins results of further samples; [ ] = remark or other dose. Unless noted, the call rests on the fitted dose curve; in most records, active means well fitted curve in the direction sought with a large enough effect; inconclusive means small, poorly fitted or top-dose-only effect, or another doubt; inactive means no such curve, though single readings can be large; an effect the other way counts as inactive or inconclusive. Only part of the results is shown; rates above refer to the full screens.

No.	molecule	TDP43 rescue	D3 antag	D3 ag	EPAC2 antag	Abeta rescue	aSyn rescue	FUS suppressor	EPAC2 agonist
1	CC(=O)c1c(C)[nH]c(C(=O)OCC(=O)N2CCN(c3ccccc3)CC2)c1C	7.6%	16.8	-5.1	12.0%	1.9%	-0.6%	-21.1%	6.5%
2	Cc1ccc(NC(=O)NC2CCCCCCC2)cc1C	8.0%	-4.2	-7.0	?	8.0%	-6.0%	8.0%	5.8%
3	CCOn1c(=O)c(-c2cccc3ccccc23)[n+]([O-])c2ccccc21	17.9%	8.1	5.5	-0.6%	2.2%	-1.3%	-14.2%	1.7%
4	Cc1ccc(CNc2nc(Cl)c(C#N)s2)cc1	-5.8%	-23.9	9.1	1.4%	14.6%	-0.8%	-0.9%	-1.5%
5	CSc1ncc(Cl)c(C(=O)Nc2c(C(=O)Nc3cccc(C)c3)oc3ccccc23)n1	10.9%	.	-7.8	.	-4.5%	.	-0.7%	.
6	CN(C)c1ccc(C(C(=O)NC2CCCC2)N(Cc2cccnc2)C(=O)c2snc(C(N)=O)c2N)cc1 (stereo unspecified)	-24.6%	-12.3	-13.2	4.3%	-17.9%	0.8%	22.2%	1.9%
7	CCc1nc2ccccc2c(C(=O)Oc2ccc(C(=O)OC)cc2)c1C	-8.7%[0.397 µM]	10.2	8.4	1.2%	4.0%	1.1%	-20.8%	4.5%
8	CC(C)c1ccccc1NC(=O)COC(=O)CCN1C(=O)/C(=C\C=C\c2ccccc2)SC1=S	0.3%	-14.4	5.0	-17.6%	-11.7%	6.7%	6.7%	-10.6%
9	Cc1ccc(NC(=O)C(=O)NCC(c2ccc3c(c2)OCO3)N2CCN(C)CC2)c(C)c1 (stereo unspecified)	17.5%	.	-3.7	.	1.6%	.	-15.3%	.
10	CCOC(=O)CSc1nc2ccccc2c(=O)n1-c1ccc(C(=O)NCCOC)cc1	5.3%&4.6%	7.6	6.0&-24.3	19.4%	-11.6%&-10.2%	-5.5%	-7.2%&17.4%	3.0%
11	Cn1nc(C(=O)OCC(=O)Nc2ccc(F)cc2Cl)c2ccccc2c1=O	28.3%	13.0	0.4	7.1%	-2.7%	-1.8%	-10.4%	1.6%
12	COCCNC(=O)C(c1ccc(F)cc1)N(C(=O)CCC(=O)Nc1ccccn1)C1CCCCC1 (stereo unspecified)	-13.2%	10.7	-4.1	2.6%	-15.7%	-3.5%	13.0%	0.7%
13	CC(C)(O)C#Cc1ccc(CNC[C@H]2O[C@@H](n3cnc4c(N)ncnc43)[C@H](O)[C@@H]2O)s1	?	11.8	-3.7	-3.9%	0.3%	-0.9%	0.1%	5.8%
14	Cc1cccc(Cn2cnc3c(oc4ccccc43)c2=O)c1	9.2%[9.22 µM]	.	3.3	.	13.9%	.	-24.0%	.
15	O=C(CN1C(=O)C2C3C=CC(C3)C2C1=O)Nc1ccc(S(=O)(=O)Nc2nccs2)cc1 (stereo unspecified)	10.3%	-7.3	5.8	-1.3%	13.0%	0.2%	-4.7%	4.4%
16	Cc1ccc(C)c(-c2[nH]c3c(c2-c2c(-n4cccc4)n(C)c(=O)[nH]c2=O)c(=O)[nH]c(=O)n3C)c1	2.4%	.	-12.1	.	-12.4%	.	26.2%	.
17	N#Cc1cnc2cc(-c3ccccc3)nn2c1N	10.7%	12.6	7.5	-4.6%	24.9%	28.9%	-0.1%	3.3%
18	Cc1ccc(Cn2c(CN3CCC(C(=O)NCC(C)c4ccccc4)CC3)cc3ccccc32)cc1 (stereo unspecified)	-4.6%	.	-18.3	.	15.3%	.	21.0%	.
19	O=C(OCC1OC(n2ccc(=O)[nH]c2=O)C(O)C1OC(=O)c1ccccc1)c1ccccc1 (stereo unspecified)	-9.5%	7.6	3.1	4.3%	-3.7%	-4.9%	28.7%	1.8%
20	CCOc1ccccc1C(=O)N(C)Cc1cc2cc(OC)ccc2[nH]c1=O	16.3%	-10.6	2.5	0.3%	0.5%	2.6%	-0.7%	1.7%
21	COc1ccc(CNC(=O)c2c[nH]c3ccccc3c2=O)cc1	10.5%	10.5	-4.6	5.9%	8.0%	-3.7%	2.4%	4.9%
22	Cc1cccn2c(=O)c3cc(C(=O)NCC4CCCO4)c(=N)n(C4CCCCC4)c3nc12 (stereo unspecified)	-22.3%	2.5	-6.9	6.4%	-6.2%	0.5%	10.5%	-2.7%
23	CCOC(=O)C1Cn2c(nc3c(c2=O)C(C)(C)Cc2ccccc2-3)S1 (stereo unspecified)	10.0%	14.5	2.6	-2.0%	-4.4%	1.1%	15.4%	11.6%
24	O=C(OCc1ccccc1)N1CCC2CC1c1c(-c3ccc(C(F)(F)F)cc3)cccc12 (stereo unspecified)	-0.6%	21.8	9.1	7.4%	-8.3%	-0.2%	-33.3%	2.0%
25	CC(C)C(=O)NC(Nc1cccc([N+](=O)[O-])c1)C(Cl)(Cl)Cl (stereo unspecified)	5.0%	-22.3	-0.1	-7.8%	3.2%	-7.1%	-34.9%	8.2%
26	CCn1c(=O)cc(OCC(=O)N(C)C2CCCCC2)c2ccccc21	10.1%	20.8	2.7	9.5%	6.6%	.	-2.8%	2.8%
27	O=C(Nc1cccc(-c2nc3ccccc3s2)c1)c1cc(=O)c2ccccc2o1	1.2%	27.6	3.5	2.0%	-0.1%	-7.5%	.	9.4%
28	COc1ccc(CC(=O)NNC(=O)c2cccs2)cc1	-0.1%	2.2	-1.0	-2.1%	-24.0%	-1.4%	-0.8%	4.3%
29	COc1ccc(NC(=O)Nc2ccc3c(c2)C(=O)N([C@H](C)CO)C[C@H](C)[C@@H](CN(C)C(=O)Nc2ccc(C(F)(F)F)cc2)O3)cc1	-10.1%	0.0	-9.5	4.4%	2.8%	-5.6%	?	1.4%
30	CCOc1cccc(NC(=O)C2CC(=O)N(C)C2)c1 (stereo unspecified)	-10.5%	-76.9*	14.0	-0.3%	13.9%	-1.1%	7.8%	6.9%

Overlap with the part before: two entries, followed by the next part.
No.	molecule	TDP43 rescue	D3 antag	D3 ag	EPAC2 antag	Abeta rescue	aSyn rescue	FUS suppressor	EPAC2 agonist
29	COc1ccc(NC(=O)Nc2ccc3c(c2)C(=O)N([C@H](C)CO)C[C@H](C)[C@@H](CN(C)C(=O)Nc2ccc(C(F)(F)F)cc2)O3)cc1	-10.1%	0.0	-9.5	4.4%	2.8%	-5.6%	?	1.4%
30	CCOc1cccc(NC(=O)C2CC(=O)N(C)C2)c1 (stereo unspecified)	-10.5%	-76.9*	14.0	-0.3%	13.9%	-1.1%	7.8%	6.9%
31	Cc1cccc(N2CCN(c3ccc(C(N)=O)cc3[N+](=O)[O-])CC2)c1C	3.2%	11.4	-0.3	0.3%	3.1%	2.7%	5.2%	5.0%
32	CC(NS(=O)(=O)c1ccccc1)C(=O)Nc1ccc(S(N)(=O)=O)cc1 (stereo unspecified)	-7.9%	11.3	1.1	6.1%	20.1%	-0.9%	12.0%	-5.7%
33	O=[N+]([O-])c1ccc(Cc2ccc([N+](=O)[O-])cc2)cc1	-13.8%	-8.0	-3.9	-3.3%	-3.3%	-5.9%	6.3%	0.1%
34	Cc1ccc(C)c(NC(=O)C2CCC(C)(C(=O)O)C2(C)C)c1 (stereo unspecified)	-2.8%	4.3	-0.4	-0.8%[57.1 µM]	27.0%	11.5%	0.4%	6.4%
35	COc1ccc(OC)c(NC(=O)C2(C)CCN2Cc2ccccc2OC(F)F)c1 (stereo unspecified)	0.0%	43.2	91.8*	-12.8%	4.9%	-21.2%	20.5%	3.5%
36	CCOC(=O)c1cc2ccc(OC)c(OC)c2c(=O)s1	-2.2%	0.0	-10.0	4.3%[57.1 µM]	15.3%	-2.4%	-0.8%	-9.8%
37	Cc1cccc(OCC(=O)NCCCNC(=O)c2cnccn2)c1	-39.9%[inhibitor]	-9.9	-0.7	1.5%	-15.5%	-5.1%	-15.6%	11.8%
38	COc1ccccc1-n1c(SCC(=O)N2CCCCC2)nnc1-c1ccccc1O	-11.8%	-4.0	6.5	3.8%	6.6%	1.6%	8.1%	4.4%
39	CC(C)CNC(=O)C(=O)Nc1cc2c3c(c1)CCC(=O)N3CCC2	4.3%	-15.3	-3.8	1.3%	-5.2%	-6.9%	-1.8%	12.0%
40	COc1ccccc1N(Cc1cc(=O)[nH]c2ccccc12)C(C)=O	15.4%	26.8	3.1	-12.2%	0.3%	3.8%	-25.7%	-2.0%
41	Cc1ccc(C)c(S(=O)(=O)N2CCN(C(=O)Cc3ccsc3)CC2)c1	28.4%	-11.2	-22.5	2.8%	0.0%	-1.7%	.	6.7%
42	O=C(/C=N/O)NCCN1CCCCC1	-13.3%	-8.9	0.5	2.6%	11.0%	-6.7%	-22.0%	-5.3%

Part of the list above, reduced to FUS suppressor.
item | smiles | FUS suppressor
38 | COc1ccccc1-n1c(SCC(=O)N2CCCCC2)nnc1-c1ccccc1O | 8.1%
37 | Cc1cccc(OCC(=O)NCCCNC(=O)c2cnccn2)c1 | -15.6%
31 | Cc1cccc(N2CCN(c3ccc(C(N)=O)cc3[N+](=O)[O-])CC2)c1C | 5.2%
42 | O=C(/C=N/O)NCCN1CCCCC1 | -22.0%
40 | COc1ccccc1N(Cc1cc(=O)[nH]c2ccccc12)C(C)=O | -25.7%
34 | Cc1ccc(C)c(NC(=O)C2CCC(C)(C(=O)O)C2(C)C)c1 (stereo unspecified) | 0.4%

Compound activity as filed in PubChem BioAssay.
